From PubChem
CCHF vOTU inh – blocks the CCHF virus ovarian tumor domain protease; CCHFV vOTU protease, Pep-AMC fluorescence; inhibition, % at 11.5 µM; 370,000 compounds, 0.55% hits; AID 651958; in the data active means inhibition above about 30%; further: 0% = vehicle wells with enzyme and 100% = no enzyme wells
PfHsp40 rescue – restores yeast growth despite PfHsp40 toxicity. S. cerevisiae expressing PfHsp40, growth rescue, ATP luminescence. growth rescue, % at 12.5 µM. 340,000 compounds, 0.68% hits. AID 504582; in the data active means growth rescue above about 28%, passing the limit was not always enough; inconclusive means no clear call, values can overlap the other calls;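 further: yeast W303a lacking pdr1 and pdr3 grown in galactose medium; growth measured after three days at 30 °C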
FadD28 binding – blocks FadD28 binding to the bisubstrate probe; fluorescence polarization; inhibition, % at 12.5 µM; 360,000 compounds, 0.22% hits; in the data active means inhibition above about 8.5%, passing the limit was not always enough; inconclusive means no clear call, values can overlap the other calls
Y pestis TopoI – Y. pestis Topo-I inhibition via cleavage products. AID 504884. 360,000 compounds, 0.064% hits. activity, % at 10 µM. Y. pestis Topo-I cleavage product accumulation, plate reader; in the data active means activity above about 50%, passing the limit was not always enough; inconclusive means no clear call, values can overlap the other calls; further: inactives centre near 2
BoNT-F LC inh – blocks Botulinum neurotoxin F light chain protease; inhibition, % at 10 µM; Multiplex microsphere protease cleavage assay, flow cytometry; 360,000 compounds, 0.22% hits; in the data active means inhibition above about 35%, passing the limit was not always enough; inconclusive means no clear call, values can overlap the other calls; further: plate controls were buffer without enzyme for full effect and enzyme alone for no effect
PrPC surface inh – cell surface PrPC inhibition, primary TR-FRET screen; TR-FRET read-out; AID 720596; P04156; inhibition, % at 13.8 µM; 370,000 compounds, 0.43% hits; in the data active means inhibition above about 24%; further: 0% = median of the test wells and 100% = reference compound wells
TcdB inh – TcdB glycohydrolase inhibition; TcdB glycohydrolase enzymatic assay, plate reader; AID 652162; inhibition, % at 9.99 µM; 350,000 compounds, 0.24% hits; in the data active means inhibition above about 10%
Anthrax LF inh2 – anthrax lethal factor protease inhibition; inhibition, % at 10 µM; P15917; 360,000 compounds, 0.12% hits; multiplex microsphere protease cleavage assay, LF; further: plate controls were buffer without enzyme for full effect and enzyme alone for no effect
BoNT-A LC inh2 – blocks Botulinum neurotoxin A light chain protease; multiplex microsphere protease substrate cleavage, flow cytometry; inhibition, % at 10 µM; 360,000 compounds, 0.17% hits; further: plate controls were buffer without enzyme for full effect and enzyme alone for no effect
* hit, by the source's call; u = inconclusive; x = no result given; & = joins results of further samples. Unless noted, no stated cut-off is given here; in the data, active means inhibition above about 30%; inconclusive means no clear call, values can overlap the other calls; inactive means below that.

molecule	CCHF vOTU inh	PfHsp40 rescue	FadD28 binding	Y pestis TopoI	BoNT-F LC inh	PrPC surface inh	TcdB inh	Anthrax LF inh2	BoNT-A LC inh2
COc1ccc(S(=O)(=O)N2CCOCC2)cc1NC(=O)COc1ccc2c(C)cc(=O)oc2c1	-14	1.4	-2.8	-1	-7	-3	2.5	-1	0.0
CCOC(=O)N1CCN(C(=O)CSc2cc(C)nc3c(-c4ccccc4OC)c(C)nn23)CC1	7	0.2	-2.5	5	-9	6	x	-2	-0.5
CCOC(=O)C1=C(N)N(c2ccc(N3CCCCC3)cc2)C(=O)C1	12	1.5	3.7	1	-6	-3	x	-2	-0.3
Cc1cc(C)nc(NS(=O)(=O)c2ccc(NC(=O)c3ccc(S(=O)(=O)N4CC(C)OC(C)C4)cc3)cc2)n1 (stereo not drawn)	12	-2.2	-1.5	1	-2	1	x	2	0.1
COc1ccc(C(=O)NCCc2nnc3ccc(SCC(=O)N4CCCCC4)nn23)cc1	0	-0.1	-1.7	4	6	1	2.3	0	2.8
CSc1c(SCc2ccccc2)cnn(Cc2ccccc2)c1=O	14	-0.6	-5.3	22	-8	10	x	-1	-0.4
Cc1nc(NC(=O)c2cnccn2)ccc1Br	-7	0.6	0.9	5	-8	3	1.1	1	-1.5
CN(C(=O)COC(=O)c1c[nH]c2ccccc12)c1ccccc1	16	x	-0.1	-5	2	4	-0.1	3	0.1
N#Cc1ccc(C(=O)OCc2cccc(S(=O)(=O)N3CCOCC3)c2)cc1	-8	-1.0	-5.2	5	-7	-5	-1.6	-3	1.9
Cc1c([N+](=O)[O-])ccc(S(=O)(=O)N2CCC(C(N)=O)CC2)c1C	4	-0.7	-3.3	-2	-2	-3	x	-2	-0.2
Cc1ccc(SCc2cc(=O)[nH]c(N3CCN(C)CC3)n2)cc1	-4	-1.8	-2.0	4	-3	-2	x	-4	-0.6
CNC(=O)c1[nH]cnc1C(=O)Nc1ccccc1OC	8	0.4	-3.0	0	-6	-5	x	2	0.1
CC(=O)NNC(=O)N1Cc2ccccc2Oc2ccc(Cl)cc21	6	-0.8	-2.6	-4	-2	-3	0.9	0	-0.4
COCCNC(=O)C(NC(=O)C1CCC(C)CC1)C(C)C (stereo not drawn)	8	0.3	-2.2	5	7	-6	1.4	-7	0.7
CCCCn1c(N)c(N(CC)C(=O)c2cc3c(s2)CCCCC3)c(=O)[nH]c1=O	-15	0.0	-2.3	3	-2	-7	-0.1	-2	-2.2
COCCNC(=O)COc1ccc(C)c(C)c1	-4	-0.2	-0.8	9	-6	7	x	0	0.7
Nc1c(C(=O)NC2CCCC2)c2nc3ccccc3nc2n1N	11	0.7	-2.0	13	-4	-5	x	-4	-0.7
CC1CCC(NC(=O)c2ccc(CS(=O)(=O)Cc3ccccc3F)o2)CC1 (stereo not drawn)	-10	-0.4	-0.5	-1	-5	4	x	-5	-1.1
CC(C)N(C(=O)[C@H]1C[C@H](CC(=O)NCCCn2ccnc2)C(=O)N2CCc3c([nH]c4cc(-c5ccco5)ccc34)[C@]12C)C(C)C	-3	-1.0	0.2	10	-4	5	0.5	-7	-0.3
Cc1ccc([N+](=O)[O-])cc1S(=O)(=O)n1ccnc1C	-5	0.1	1.1	5	11	2	0.9	-6	3.2
CN(CC(=O)Nc1cccc(F)c1)C(=O)c1ccc(OCc2cn3ccccc3n2)cc1	14	-0.1	-0.7	14	1	-1	-0.1	2	-0.4
COC(=O)c1sccc1NC(=O)/C=C/c1ccc(Cl)cc1	-6	-1.2	-1.4	2	-3	-2	0.3	-1	-0.2
Cc1ccccc1N1C(S)=C(C#N)C(=O)NC1c1ccco1 (stereo not drawn)	6	-1.8	1.0	-3	2	0	0.0	-9	1.0
CC(=O)Nc1ccc(CCCCc2ccc(NC(C)=O)cc2)cc1	6	-0.9	-1.5	8	-1	-2	0.0	-2	-0.1
O=C(/C=C/NCc1ccc(F)cc1)c1ccccc1	-3	-0.4	-0.7	10	-6	-6	x	1	-0.1
CC(C)(C)c1ccc(OCC(=O)Nc2cccc(S(=O)(=O)NC3=NCCCCC3)c2)cc1	24	3.6	x	35	5	-8	2.3	-1	-1.1
CC(NC(=O)COc1ccc(S(=O)(=O)N2CCCC2)cc1)c1ccccc1 (stereo not drawn)	-9	0.1	0.7	4	-8	11	0.7	19	-1.0
CN(C)c1ccc(C2Nc3cccc4cccc(c34)N2)cc1	25	0.1	-3.9	-40	-45	-1	2.3	-9	-2.8
Clc1ccc(N/N=C/c2ccncc2)cc1Cl	-2	7.5	0.4	-15	2	14	x	0	-1.0
COc1cccc(NC(=O)N(C)C[C@@H]2Oc3cc(Br)ccc3S(=O)(=O)N([C@@H](C)CO)C[C@H]2C)c1	-4	x	-3.6	-8	0	2	0.6&0.2	-1	0.3
O=C(Cn1cc2c(n1)CCCC2)Nc1cc(-c2cccc(Cl)c2)no1	1	-0.8	u	20	-12	-5	-0.4	-10	-0.5
O=C(NNc1c([N+](=O)[O-])cc(C(F)(F)F)cc1[N+](=O)[O-])c1ccco1	13	-1.0	2.0	-5	0	-30	0.2	-4	-2.3
O=C(N/N=C/c1cc([N+](=O)[O-])c(N2CCOCC2)cc1N1CCOCC1)c1cccnc1	5	-0.1	-2.5	-8	3	-6	1.1	0	-0.3
CC(C)CC1NC(=O)N(CC(=O)NC2CCCCC2)C1=O (stereo not drawn)	4	0.4	-2.6	2	-12	1	4.5	-2	0.3
Cn1c(=NC(=O)c2ccccc2[N+](=O)[O-])sc2cccc(F)c21	-4	1.5	-3.6	6	-6	-3	0.5	-13	0.5
COc1ccc(CN2C[C@@H](CO)O[C@@H](n3cnc4c(NCc5ccncc5)ncnc43)C2)cc1	-7	x	-2.2	2	-1	0	0.3	4	0.7
CC1=C(C(=O)N2CCCCCC2)CC(CC(=O)NC(c2ccccc2)c2ccccc2)C(=O)N1CCC1=CCCCC1 (stereo not drawn)	2	x	x	x	-3	4	-1.1	-2	-0.1
CC(=O)N1c2ccccc2Nc2ccccc21	-1	0.7	1.6	-4	-2	-1	x	-2	0.3
O=C(NNC(=O)c1ccc(S(=O)(=O)N2CCOCC2)cc1)c1ccccc1	2	0.4	-0.7	2	45*	3	1.5	-4	1.8
COc1cc([N+](=O)[O-])ccc1-c1ccc(C(=O)Nc2ccc(NC(C)=O)cc2)o1	-12	-0.3	0.1	-14	3	-5	0.3	8	7.4
COC(=O)N1CCc2c(sc(NC(=O)C3COc4ccccc4O3)c2C(N)=O)C1 (stereo not drawn)	0	-1.1	-1.0	0	-2	22	2.1	-2	2.2
Cc1ccc(S(=O)(=O)c2ccsc2NC(=O)c2ccccc2)cc1	6	-2.1	0.4	3	-8	4	0.9	-1	-0.2
OC1CC(c2ccco2)NC2(CCCCC2)C1 (stereo not drawn)	2	2.3	-0.7	12	1	-3	x	-1	-0.1
O=C(c1cccc(S(=O)(=O)N2CCc3ccccc32)c1)N1CCOCC1	9	0.9	0.0	3	-2	6	2.2	1	0.0
CCOC(=O)C1(CC)CC(CSc2nc3ccccc3[nH]2)OC1=O (stereo not drawn)	9	0.1	-0.1	-1	16	20	x	-5	0.9
Cc1ccc(Cc2c(-c3ccc(C)cc3)nc3ccc(Cl)cn23)cc1	-4	x	-1.9	-5	-1	4	11*	-3	0.2
CCc1noc(C)c1C(=O)NNC(=O)c1cc(OC)c(OC)c(OC)c1	11	0.3	-0.5	-3	-2	5	-1.2	-3	-0.2
O=C(c1ccc(Cl)c(S(=O)(=O)N2CCCC2)c1)N1CCN(c2ccccc2F)CC1	-3	0.1	-0.3	-2	-6	-2	-0.3	0	-0.6
O=C(O)Cc1cn(-c2ccccc2)nc1-c1ccccc1	-4	0.3	-5.1	5	-2	1	1.1	0	-0.5
COCCNc1nc(Oc2ccc(CC(=O)OC)cc2)c2sc(-c3ccccc3)cc2n1	-14	x	-2.3	34	-10	-2	0.8	-3	-0.1
COc1ccccc1NC(=O)c1ccc2nc(C)c(C)nc2c1	10	-1.0	-0.4	9	-2	1	-1.2	1	0.5
C[C@H]1CN([C@@H](C)CO)S(=O)(=O)c2ccc(Br)cc2O[C@@H]1CN(C)S(=O)(=O)c1ccccc1	-2	x	-3.7	31	0	-1	0.9&0.2&-1.4	-4	-0.2
CCCC/C(C)=N/NC(=O)NC1CCCCC1	12	0.0	-1.7	6	0	-1	x	1	0.0
Cc1ccc(S(=O)(=O)N2CCOC23CCN(C(=O)C(=O)NCc2ccccc2)CC3)cc1	2	0.2	-0.1	12	u	0	1.2	-4	2.9
Cc1ccccc1CN(c1ccc(C(=O)N2CCc3ccccc3C2)cc1)S(C)(=O)=O	3	2.3	-1.8	5	12	-4	x	2	1.5
CS(=O)(=O)N1CCN(c2ccc([N+](=O)[O-])c(NCc3ccccc3)c2)CC1	-2	-0.8	-8.9	9	-9	-7	x	-3	1.1
Cc1nonc1NC(=O)N1CCCC1	-18	-1.6	-4.0	4	-9	-3	x	5	0.0
CC1Nc2ccccc2C(=O)N1NS(=O)(=O)c1ccccc1 (stereo not drawn)	-15	0.3	-1.9	1	-6	-1	0.7	-4	-0.2
Cn1c(CCNC(=O)OC(C)(C)C)n[nH]c1=S	17	0.0	-1.9	0	-12	-3	x	-3	0.6
Cn1c(=O)c(=O)n(C)c2cc(S(=O)(=O)N3CCCC3C(=O)Nc3ccc(F)cc3)ccc21 (stereo not drawn)	2	-0.5	-0.2	1	-6	-5	1.4	4	0.0

(list continues)
molecule	CCHF vOTU inh	PfHsp40 rescue	FadD28 binding	Y pestis TopoI	BoNT-F LC inh	PrPC surface inh	TcdB inh	Anthrax LF inh2	BoNT-A LC inh2
Cn1c(=O)c2c(nc(N3CCN(Cc4ccccc4)CC3)n2CC(=O)c2ccccc2)n(C)c1=O	-17	1.6	-1.4	0	3	-6	x	-4	1.3
COc1cccc2sc(N(CCN(C)C)C(=O)c3ccc(S(=O)(=O)N4CCCC4)cc3)nc12	-6	-1.0	-3.6	1	-10	1	0.6	-2	-1.0
COc1ccc(NC(=O)N2CCCC(c3nc(-c4ccc(F)cc4)no3)C2)cc1 (stereo not drawn)	5	0.9	0.0	8	-5	0	-0.9	-1	-1.2
O=C1c2cc(F)ccc2OC2(CCNCC2)C12CC(c1ccccc1)=NO2 (stereo not drawn)	-1	-0.1	-1.5	-15	-13	-9	0.6	3	0.2
O=C(CN1CCN(S(=O)(=O)c2ccc(Br)s2)CC1)NC1CCCCC1	0	1.8	-2.7	23	-8	2	-0.2	13	-0.5
CCCCc1nnc(NC(=O)c2cccc(S(=O)(=O)N3CCN(C)CC3)c2)s1	0	0.2	1.1	-2	-6	-1	2.0	-4	-3.7
Cc1[nH][nH]c(=O)c1C=Nc1ccc(C(F)(F)F)cc1	-3	0.5	-2.3	-6	-11	-1	1.9	-3	-0.3
CC(C)(CN1CCCC1)NS(=O)(=O)c1ccc(Cl)cc1	-4	-1.3	-2.2	-3	4	-3	-0.4	3	-2.2
CC1CCCC(NC(=O)Cn2c(Cl)nc3c2c(=O)n(C)c(=O)n3C)C1C (stereo not drawn)	2	-1.2	-0.3	10	0	1	2.0	2	-0.6
O=S(=O)(NC1CCCCC1)c1ccc(-c2csnn2)s1	0	u	-3.6	-3	8	11	x	3	1.2
COC(=O)c1cc(NC(=O)c2ccc(OC)cc2)c(=O)oc1C	2	-1.9	-2.5	-9	-4	4	0.8	0	-0.8
